# Screening data from PubChem BioAssay.
# MgcRacGAP inhibition – MgcRacGAP GTPase-activating activity inhibitors, confirmation, biochemical, ADP Hunter fluorescence; AID 624330; actives 0.6% (n = 340,000); MgcRacGAP-stimulated Rac1 GTP hydrolysis, ADP Hunter fluorescence; higher % means a stronger effect; GST-tagged Rac1 F28L mutant substrate; one-dose inhibition, % at 30 µM; IC50 in µM for titrated hits;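 active means first-screen hits whose inhibition reached a set limit at any dose in the follow-up dose series; inconclusive means inhibition above the set first-screen limit but never retested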;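 further: fluorescence reports GDP produced by GAP-driven GTP hydrolysis; strong numbers were not always called active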
# GPR55 beta-arrestin – selective activators of receptor GPR55 – imaging, U2OS cells, beta-arrestin-GFP redistribution, primary screen (AID 1961) | activation, % at 10 µM, or EC50 in µM where a hit was titrated | U2OS GPR55 beta-arrestin-GFP redistribution imaging; higher % means a stronger effect | actives 0.048% (n = 290,000);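 active means activation above 40% with more than 50 cells counted in the well; inconclusive means wells holding fewer than 50 cells, flagged as toxic or sparse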;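 further: U2OS osteosarcoma cells stably expressing GPR55 and beta-arrestin-GFP; plate controls were DMSO negative control for no effect and LPI positive control for full effect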
# KOR beta-arrestin-1 – kappa opioid receptor activators – cell-based, luminescence, uHTS, primary screen (AID 1777); KOR beta-arrestin recruitment, luminescence; higher % means a stronger effect; activation, % at 10 µM, or EC50 in µM where a hit was titrated; actives 0.02% (n = 280,000); in the data active means activation above about 50%, passing the limit was not always enough; further: a part of the inactive calls stands beside numbers as strong as those of hits
# GPR55 LPI antagonism – GPR55 antagonists blocking LPI-driven arrestin recruitment, primary screen, imaging, U2OS, beta-arrestin-GFP, LPI agonist (AID 2013). U2OS GPR55 beta-arrestin-GFP translocation imaging, LPI antagonism; higher % means a stronger effect. one-dose inhibition, % at 10 µM; IC50 in µM for titrated hits. actives 0.13% (n = 290,000);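 active means spots per cell inhibited over 60%, with over 100 cells counted and total cytoplasm intensity under 500,000; inconclusive means wells with under 100 cells, flagged as likely toxic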;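 further: U2OS cells stably carrying GPR55 and arrestin-GFP stimulated by 5 µM LPI near EC80; imaged beta-arrestin-GFP aggregate spots per cell after agonist stimulation; plate controls were LPI-stimulated DMSO wells for no effect and DMSO wells without LPI for full effect; some results filed as inactive read as strong as hits; confirmed hits need IC50 under 10 µM and bright autofluorescent wells are also inconclusive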
# NTR1 agonist – agonists of NTR1, primary screen, imaging, U2OS cells, beta-arrestin-GFP, high content (AID 493036); P30989; NTR1-U2OS beta-arrestin-GFP spot imaging, agonist mode; activation, % at 20 µM; actives 0.17% (n = 330,000);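 active means activation at or above 40% of the spot to cytoplasm intensity ratio, with at least 20 cells analyzed; inconclusive means wells under 20 cells, flagged as cytotoxic or low count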;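 further: 0% = DMSO without peptide and 100% = 100 nM NTR1 peptide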
# Target sequence (P30989 whole entry, looked up): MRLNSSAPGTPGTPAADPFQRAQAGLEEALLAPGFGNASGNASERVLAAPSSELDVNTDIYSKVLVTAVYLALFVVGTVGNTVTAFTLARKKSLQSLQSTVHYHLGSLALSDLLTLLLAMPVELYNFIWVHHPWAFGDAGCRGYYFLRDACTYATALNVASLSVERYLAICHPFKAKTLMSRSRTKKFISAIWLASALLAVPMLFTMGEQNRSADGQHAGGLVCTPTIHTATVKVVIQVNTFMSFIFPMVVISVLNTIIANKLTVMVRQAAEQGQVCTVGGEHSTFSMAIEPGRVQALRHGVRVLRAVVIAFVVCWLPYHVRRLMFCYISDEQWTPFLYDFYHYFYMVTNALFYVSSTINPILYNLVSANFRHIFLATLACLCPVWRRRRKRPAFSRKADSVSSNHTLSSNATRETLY
# NOD1 NF-kB reporter – inhibition of NOD1-driven NF-kB reporter – cell-based, luminescence, uHTS, primary screen (AID 1578); NOD1-driven NF-kB luciferase reporter cells, luminescence; higher % means a stronger effect; inhibition, % at 4 µM; hits with a dose series show EC50 in µM; actives 1% (n = 290,000); in the data active means inhibition mostly above about 36%, no sharp cut-off; inactive means mostly below about 34%;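 further: HEK-293T reporter cells stimulated with the NOD1 agonist gamma-tri-DAP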
# K1F lysis inhibition – inhibition of K1F phage lysis, E. coli UTI89, bacterial capsule biogenesis inhibitors, alamar blue (AID 488966) | E. coli UTI89 K1F phage lysis, alamar blue, 2 h; higher % means a stronger effect | actives 0.02% (n = 340,000) | one-dose inhibition, % at 100 µM; IC50 in µM for titrated hits;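 active means phage lysis inhibition, versus mean bacterial control, above a set limit; inconclusive means no clear call, values can overlap the other calls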;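 further: capsule biogenesis inhibitors block K1F phage lysis so surviving cells raise fluorescence; higher fluorescence means more inhibition of phage lysis; actives were called in the ten point dose series up to 300 µM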
# KOR beta-arrestin-2 – KOR antagonists, beta-arrestin recruitment, cell-based, luminescence, uHTS (AID 1778); KOR beta-arrestin recruitment, luminescence, antagonist mode; higher % means a stronger effect; inhibition, % at 10 µM, or IC50 in µM where a hit was titrated; actives 0.091% (n = 290,000); in the data active means inhibition above about 50%; further: strong numbers were not always called active
# GPR35 arrestin U2OS – GPR35 antagonists blocking zaprinast-driven arrestin recruitment, primary screen, imaging, U2OS, beta-arrestin-GFP, zaprinast agonist (AID 2058); U2OS GPR35 beta-arrestin-GFP translocation imaging, zaprinast antagonism; higher % means a stronger effect; actives 0.052% (n = 290,000); inhibition, % at 10 µM, or IC50 in µM where a hit was titrated;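 active means inhibition of at least 50% with at least 30 cells and total cytoplasm GFP at most 10,000,000; inconclusive means under 30 cells or total GFP of 10,000,000 plus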
# NTR1 agonist cell count 20 µM – recorded beside NTR1 agonist, whose call it bears; cell count; measured here: cell count, cytotoxicity flag
# Active calls of the source: *; u = inconclusive; x = not tested or not shown; [ ] = dose if it differs, or a comment. This is a subset; rates above refer to the full screens.
smiles	MgcRacGAP inhibition	GPR55 beta-arrestin	KOR beta-arrestin-1	GPR55 LPI antagonism	NTR1 agonist	NTR1 agonist cell count 20 µM	NOD1 NF-kB reporter	K1F lysis inhibition	KOR beta-arrestin-2	GPR35 arrestin U2OS
COC(=O)C(O)(CC(=O)Nc1cc(Cl)ccc1Cl)C(F)(F)F (stereo not given)	9%	-0.2%	14%	3%	-0.6	37	-22%	0.5%	-32%	20%
CC(=O)Nc1ccc(S(=O)(=O)NCCC(=O)NCC2COc3ccccc3O2)cc1 (stereo not given)	11%	0.6%	11%	8%	0.6	62	-25%	-0.2%	7%	7%
CCc1ccc(-c2nc(CN3CCC(C(=O)NCc4ccc(F)cc4)CC3)c(C)o2)cc1	4%	0.0%	4.0%	-8%	6.2	84	-6%	-0.8%	-46%	-15%
Cn1ccnc1C1CCCCN1Cc1nc(Cc2ccccc2F)no1 (stereo not given)	2%	-0.3%	-4.5%	18%	-1.4	60	-20%	0.3%	-14%	1%
COc1ccc(O)c(-c2cn[nH]c2-c2cccs2)c1	0%	-0.2%	0.0%	10%	-1.0	105	-4%	-0.5%	-10%	8%
Cc1cc(C)n(CCNC(=O)C2CCC(=O)N(Cc3ccc(Cl)cc3)C2)n1 (stereo not given)	12%	-0.1%	-6.2%	10%	0.7	59	-12%	0.1%	-47%	6%
COc1ccc(C(=O)N=c2sccn2C)cc1	5%	0.3%	-2.5%	3%	-1.5	45	-53%	0.0%	-14%	-8%
O=C(O)[C@H]1CCCC[C@H]1C(=O)NCCc1ccccc1	1%	-0.1%	-1.7%	7%	-0.2	64	-17%	0.3%	-24%	5%
COc1ccc2nc(NC(=O)C3CCN(S(=O)(=O)c4cccc5nsnc45)CC3)sc2c1	6%	-0.2%	1.7%	8%	1.3	41	54%	6.6%	2%	-11%
CCN(Cc1ccccc1)C(c1cccc(C#N)c1)c1nnnn1C(C)(C)C (stereo not given)	-4%	0.8%	0.3%	20%	1.1	54	1%	3.8%	3%	-5%
COc1ccccc1-c1cn(C(C)(C)C)nc1C	5%	-0.3%	-6.5%	-7%	1.3	88	-20%	0.4%	-2%	-5%
Nc1nonc1C(=O)NC(c1ccccc1)c1ccccc1	11%	1.0%	-0.7%	8%	-1.0	45	-14%	-0.2%	22%	0%
COc1ccccc1OCCn1cc(/C=C(\C#N)C(=O)NCc2cccs2)c2ccccc21	4%	-0.4%	0.8%	16%	3.2	57	-12%	4.8%	-9%	-8%
O=C1C2C3C=CC(C3)C2C(=O)N1Nc1ccccc1 (stereo not given)	-14%	-0.3%	6.7%	-7%	0.0	55	-8%	-1.5%	-17%	5%
O=C(Nc1ccc(Cl)c(Cl)c1)Nc1nc(-c2ccccc2)cs1	-13%	-0.3%	2.1%	8%	47*	75*	8%	1.6%[50 µM]	17%	-2%
COc1ccc(C(C)=O)cc1CSc1nnc(Nc2ccc(C)cc2C)s1	13%	0.0%	0.2%	1%	6.9	95	8%	-0.1%	7%	8%
O=C(COc1cccc(OC(F)F)c1)Nc1ccc(SC(F)F)cc1	6%	0.2%	-2.3%	14%	5.3	40	12%	1.4%	41%	-3%
NS(=O)(=O)c1ccc(N=Nc2ccc(=O)[nH]c2O)cc1	19%	0.1%	8.2%	4%	x	x	-11%	0.0%	38%	18%
COc1cc(NS(=O)(=O)c2ccc(Br)s2)cc(OC)c1	10%	-0.3%	-3.3%	13%	0.5	77	-13%	-0.8%	31%	-4%
CCn1cc(/C=C(\NC(=O)c2ccccc2OC)C(=O)N2CCN(C)CC2)c2ccccc21	7%	-0.2%	-5.4%	9%	1.4	59	-16%	0.0%	-18%	9%
O=C(NCC1CC1)C1(S(=O)(=O)c2ccccc2)CC=CC1	7%	0.2%	1.1%	9%	-0.7	84	-24%	1.0%	-5%[20 µM]	9%
C=CCn1c(-c2oc3nc(-c4ccccc4)cc(-c4ccccc4)c3c2N)n[nH]c1=S	8%	0.0%	-1.7%	13%	0.9	52	-25%	0.0%	-26%	6%
CCCCN(C)C(=O)CCC(=O)Nc1ccc2nc(N3CCOCC3)cc(C)c2c1	3%	-0.2%	7.8%	3%	2.4	92	-10%	0.1%	6%	4%
O=C(CCCNC(=O)c1ccc(Cl)cc1)Nc1ncccc1O	0%	0.3%	0.7%	10%	0.9	57	-34%	1.5%	8%	1%
COC(=O)c1c(NC(=O)COc2ccc(Cl)cc2Cl)sc2c1CC(C)(C)NC2(C)C	8%	0.3%	0.7%	2%	12	62	-4%	1.4%	-16%	2%
CCOC(=O)c1nc(Nc2ccc(C)cc2)c2ccccc2n1	5%	-0.1%	-8.0%	12%	-0.8	34	12%	-1.1%	-2%	8%
COC(=O)C(CCSC)NC(=O)C12CC3CC(CC(C3)C1)C2 (stereo not given)	3%	0.2%	-4.1%	-3%	0.1	63	-22%	6.5%	-4%	8%
Nc1ccc(C(=O)N/N=C/c2ccccc2)cc1	5%	-0.1%	6.0%	20%	0.5	86	-3%	0.1%	-11%	4%
O=C(Cn1c2ccc(F)cc2c2nc3n(c(=O)c21)CCS3)Nc1ccc(Cl)cc1F	8%	-0.6%	2.9%	16%	13	61	-28%	0.1%	-65%	-12%
CC(C)CC(C(=O)N1CCOCC1)N1Cc2ccccc2C1=O (stereo not given)	4%	-0.3%	0.0%	6%	-0.4	40	-21%	-0.4%	19%	5%
O=C(c1cc(-c2cccc(Cl)c2)on1)N1CCCCCC1	5%	0.0%	0.0%	3%	2.9	55	-40%	1.6%	-52%	2%
CC(C)C1=NOC(C(=O)N2CCC(N3CCC(C(=O)N4CCOCC4)CC3)CC2)C1 (stereo not given)	4%	-0.1%	-2.7%	0%	1.1	68	-14%	0.2%	9%[20 µM]	6%
O=C1CSC(c2cccnc2)N1Cc1cccnc1 (stereo not given)	5%	-0.4%	-6.3%	7%	0.9	67	0%	-0.5%	24%	-7%
C/C(=N\NC(=O)Cn1nc(C)c([N+](=O)[O-])c1C)c1ccc(O)cc1	u	0.1%	1.2%	1%	0.5	46	-22%	1.6%	20%	-5%
O=S(=O)(NCc1csc(-c2cccs2)n1)c1cccc(C(F)(F)F)c1	8%	0.0%	5.1%	-2%	4.2	71	-12%	-0.4%	-11%	8%
CCOC(=O)Cn1cncc1-c1ccc([N+](=O)[O-])cc1	4%	0.2%	1.7%	1%	-0.2	59	10%	6.7%	x	-4%
Cn1c(=O)c(Sc2ccc(Cl)cc2)c(O)c2ccccc21	9%	-0.3%	0.4%	9%	-0.4	43	-10%	1.1%[50 µM]	24%	8%
CCN(CC(=O)Nc1cccc(S(N)(=O)=O)c1)Cc1nc2ccccc2c(=O)[nH]1	-2%	-0.1%	x	3%	1.6	63	4%	0.1%	21%	-8%
Cc1ccc(S(=O)(=O)N2CCC(C(=O)NCC3CC3)CC2)cc1	6%	0.3%	-1.8%	6%	-0.5	42	-28%	-0.2%	-15%	-8%
N/C(=N\OC(=O)c1cccc([N+](=O)[O-])c1)c1cccnc1	-8%	-0.2%	-5.4%	2%	2.5	59	-35%	-5.0%	32%	0%
O=S(=O)(N=S(N1CCCCC1)N1CCCCC1)c1ccccc1	7%	-0.2%	-9.4%	6%	-4.1	89	40%	0.5%	9%	-2%
C=CCn1c(SCC(=O)N(C)C)nc2cc(C(=O)O)ccc2c1=O	-1%	-0.4%	-1.7%	6%	1.3	40	-37%	-0.3%	-2%	-8%
Cc1nn(CC(=O)N2CCCCC2)c(=O)c2nn(-c3ccccc3)c(C)c12	-40%	0.2%	-0.2%	7%	-0.5	50	-8%	-0.2%	-14%	14%
Cc1ccc(-c2csc(NC(=O)COc3ccc(N(C)S(=O)(=O)c4ccc(C)cc4)cc3)n2)cc1	0%	0.5%	5.8%	2%	0.3	60	2%	0.5%	-19%	24%
O=C(Nc1ccncc1)c1c(F)c(F)c(F)c(F)c1F	7%	-0.4%	4.6%	-4%	0.9	46	11%	1.4%	-32%[20 µM]	-9%
CCOC(=O)c1ccc(N(C(=O)CNC(=O)c2ccco2)C(C(=O)NCC2CCCO2)c2ccc(OC)c(OC)c2)cc1 (stereo not given)	6%	-0.3%	1.6%	8%	-0.3	45	3%	0.3%	-14%	9%
CN1C(C(=O)NCc2ccc(OC(F)(F)F)cc2)CC2Cn3c(nc4cc(Cl)c(Cl)cc43)C21 (stereo not given)	10%	0.8%	-0.8%	-3%	-0.8	98	0%	5.1%	38%	16%
COc1ccc(NC(=S)N(CCCN2CCCCCC2)Cc2cccs2)cc1	2%	-0.3%	-3.7%	12%	1.9	54	-34%	-0.1%	-2%	-14%
CCOc1ccccc1OCCN1CCC(Cc2ccccc2)CC1	11%	-0.1%	-0.4%	16%	4.8	27	-18%	0.1%	-14%	17%
CCOCCCNC(=S)N1CCC(C(=O)c2ccc3c(c2)OCCO3)CC1	7%	-0.1%	x	2%	1.1	46	1%	-0.2%	2%[20 µM]	14%

# Next section.
smiles	MgcRacGAP inhibition	GPR55 beta-arrestin	KOR beta-arrestin-1	GPR55 LPI antagonism	NTR1 agonist	NTR1 agonist cell count 20 µM	NOD1 NF-kB reporter	K1F lysis inhibition	KOR beta-arrestin-2	GPR35 arrestin U2OS
COc1ccc(NC(=O)CN(c2ccc(OC)cc2)S(=O)(=O)c2c(C)nn(C)c2C)cc1	-12%	0.0%	2.2%	10%	0.2	71	-15%	-0.4%	-49%	26%
Cc1ccccc1-n1c(SCc2c(C)noc2C)nnc1-c1cccnc1	11%	-0.3%	-2.3%	27%	-1.1	39	-7%	1.1%	35%	12%
CN(C)c1ccc(CN(C(=O)c2cccs2)C2CCS(=O)(=O)C2)cc1 (stereo not given)	4%	-0.2%	2.5%	-5%	-2.2	43	-13%	-0.8%	-20%	6%
Cc1ccc(-n2[nH]c(C)c(/C=N/c3cccc(C)n3)c2=O)cc1	8%	-0.1%	-0.4%	-4%	5.5	57	-5%	-0.8%[50 µM]	22%	-14%
Cc1ccc(C(=O)NN2C(=O)C3C4c5ccccc5C(c5ccccc54)C3C2=O)cc1 (stereo not given)	-1%	-0.3%	-2.3%	-1%	-0.5	55	-15%	-4.5%	2%	-3%
